F508del corr: CFTR F508del correction in bronchial cells; CFBE cells, YFP halide quenching; stimulated with forskolin plus potentiator P3; % fluorescence drop versus neutral controls; activity (quench increase), % at 7.58 µM; 350,000 compounds, 0.36% hits; AID 720511;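 active = mean added fluorescence quench of at least 8% versus neutral control, with both replicates also reaching 8%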;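 note: cells transiently co-express mutant CFTR-F508del with the halide-sensitive YFP; corrector assay measuring rescue of mutant channel to the surface after 24 h compound exposure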
PGC1a acetyl inh: modulators of PGC1a acetylation. 350,000 compounds, 0.17% hits. inhibition, % at 15.6 µM. U2OS PGC1a acetylation, AlphaScreen anti-acetyl-lysine; with virally co-expressed GCN5 acetyltransferase;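 active = every replicate shows inhibition of at least 40%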;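 note: 0% = neutral control wells and 100% = positive control wells; some results beyond the cut were filed as inactive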
GSIS activator: GLuc luminescence reporter in INS-1E cells, primary screen for activators of glucose-dependent secretion of insulin. INS-1E GLuc reporter insulin secretion, 2-3 h. activation, % at 16.6 µM. 370,000 compounds, 0.61% hits;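 active = lowest replicate activation of at least 40%, so every replicate reaches that level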;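 note: 0% = median of neutral control wells and 100% = median of IBMX positive control wells; some compounds called inactive have numbers as strong as hits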
FN deposit inh: fibronectin deposition inhibition; AH1F fibroblasts, Alexa488-fibronectin deposition fluorescence, overnight; inhibition, % at 12.6 µM; 350,000 compounds, 0.086% hits; AID 743247;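 active = mean inhibition across replicates of 30% or more, regardless of how many single replicates reach that level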;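 note: positive control wells lacked labelled fibronectin entirely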
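Assay system: AH1F fibroblasts / Quantity: 10000 cells per well / Medium: DMEM plus 2% serum, read in PBS / Reagent: labelled fibronectin 24 nM / Dosing: single dose, pinned / Times: 1 h cell attachment, overnight exposure to compound and label / Signal: fluorescence, ex 485 nm, em 525 nm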
PglD inh: blocks C. jejuni PglD acetyltransferase activity | purified PglD enzyme, DTNB colorimetric CoA detection | inhibition, % at 12.5 µM | 360,000 compounds, 0.098% hits | AID 602405; in the data active = inhibition above about 16%, passing the limit was not always enough; note: strong numbers were not always called active
miR122 inh: blocks miR-122 activity in Huh7 sensor cells | Huh7 miR-122 Renilla luciferase sensor, 48 h; neutral wells = 0, positive control = 100 | activation (reporter increase), % at 12.5 µM | 340,000 compounds, 0.3% hits;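 active = mean replicate activation score at least 90 and every replicate individually at or above 90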;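 note: higher luciferase means less miR-122 activity so hits act as miR-122 inhibitors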
Cneo AK release: causes C. neoformans cell lysis; adenylate kinase release luminescence, 4 h; normalised: neutral wells 0, clomiphene wells 100; lysis activity, % at 15 µM; 360,000 compounds, 0.2% hits; AID 651654;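 active = mean lysis activity across replicates of at least 80%, whatever share of replicates individually reach that level; inactive = mean lysis activity below 80%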
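Schedule: static 4 h at 37 °C with compound, 1 h detection; system: C. neoformans cells; benchmarks: Clomiphene as positive control; buffer or medium: fresh YPD medium; measure: luminescence rise reflecting yeast cell lysis; measured by: luminescent adenylate kinase detection reagent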
Statin myotox sup: suppression of simvastatin myotoxicity; C2C12 myotubes + simvastatin, ATP luminescence, 48 h; scaled: DMSO 0, geranylgeraniol control 100; rescue of ATP level, % at 7.49 µM; 330,000 compounds, 0.78% hits;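 active = mean ATP rescue above about 67%, or every replicate alone reaching that limit, limit read from the data, passing the limit was not always enough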;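 note: myotubes were challenged with 10 µM simvastatin during compound exposure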
The depositor's hits bear a star; x = no result given; [ ] = dose if it differs, or a comment.

Preview:
SMILES	F508del corr	PGC1a acetyl inh	GSIS activator	FN deposit inh	PglD inh	miR122 inh	Cneo AK release	Statin myotox sup
CC(C)(C)NC(=O)CCN(/N=C/c1ccccc1O)C1=NS(=O)(=O)c2ccccc21	-0.6	-6	6	0	0	-5	0	-10
COc1ccc(NC2CCCN(C(=O)c3cc(C)nc4cc(F)ccc34)C2)cc1 (stereo not given)	1.9	-4	10	3	0	0	4	8

This part in full, from the start:
SMILES	F508del corr	PGC1a acetyl inh	GSIS activator	FN deposit inh	PglD inh	miR122 inh	Cneo AK release	Statin myotox sup
CC(C)(C)NC(=O)CCN(/N=C/c1ccccc1O)C1=NS(=O)(=O)c2ccccc21	-0.6	-6	6	0	0	-5	0	-10
COc1ccc(NC2CCCN(C(=O)c3cc(C)nc4cc(F)ccc34)C2)cc1 (stereo not given)	1.9	-4	10	3	0	0	4	8
COc1ccccc1CNC(=O)COC(=O)/C=C/c1ccc2c(c1)OCO2	2.6	x	-2	-1	-5	x	-1	-3
CCOc1ccc(NC(=O)CSc2nnc(C(C)C)n2CC)cc1	x	17	x	3	1	-2	-1	0
CCOc1ccccc1C(=O)N[C@H](C(=O)OCc1cc(=O)oc2cc(C)ccc12)C(C)C	1.9	x	4	-3	2	-13	3	x
Cc1cc(C)cc(NS(=O)(=O)c2ccc(F)cc2)c1	-0.3	-20	-15	-5	2	117*	6	14
CCCn1cc(SCC(=O)Nc2ccc3c(c2)OCO3)c2ccccc21	2.6	-16	x	-18	-3	21	3	3
CC(C)NC(=O)Nc1cccc2c1O[C@H](CN(C)C(=O)Nc1ccc3c(c1)OCO3)[C@H](C)CN([C@@H](C)CO)C2=O	-0.4	-2	7	x	0	-7[16.7 µM]	-1	-12
CCN(CC(=O)NCc1cccs1)C(=O)/C=C/c1cc(OC)c(OC)c(OC)c1	-2.8	2	-5	7	-6	2	-2	-1
CCc1ccc(OCC(=O)Nc2cccc3nsnc23)cc1	-3.5	9	-12	1	x	-2	x	2
Cc1cc2oc(=O)cc(C)c2cc1NC(=O)CCC(=O)O	-0.4	-19	8	x	2	-7	1	10
C[C@H](CO)N1C[C@H](C)[C@H](CN(C)Cc2ccc(C(=O)Nc3ccccc3N)cc2)Oc2c(NC(=O)C3CCOCC3)cccc2C1=O	0.4	x	9	x	0	-6[16.7 µM]	-2	-5
O=S(=O)(c1ccc2c(c1)OCCO2)N1CCN(S(=O)(=O)c2ccccn2)CC1	-1.9	x	x	1	4	-7	-2	6
COc1cccc(OC(=O)CSc2nnc(-c3ccccc3Br)o2)c1	x	-10	x	4	-1	5	0	3
CCOc1ccc(C(=O)NCC(C)NC(=O)c2ccc(OCC)cc2)cc1 (stereo not given)	-9.6	x	7	-4	4	x	0	14
O=C(C[C@H]1CC[C@@H]2[C@H](COC[C@@H](O)CN2S(=O)(=O)c2ccc(Cl)cc2)O1)NCc1ccc(Cl)c(Cl)c1	3.4	8	-27	-10	-1	-1[16.7 µM]	0	7
CCOC(=O)c1c(O)c2c(n(Cc3ccco3)c1=O)CCCC2	x	-4	4	x	9	6	4	17
Cc1cc(C(=O)OCC(=O)N2CCCCCC2)ccc1[N+](=O)[O-]	-3.1	14	-23	2	1	-2	-1	12
Cc1cc(C)cc(NC(=O)CN2CCC(C(=O)c3ccccc3)CC2)c1	2.3	x	-44	4	1	5	0	34
COc1ccc(CCNC(=O)c2cc3c(cc2Cl)N2CCCCCC2=NS3(=O)=O)cc1	1.0	-10	3	8	-7	-2	0	9
CO[C@H]1CN(C)C(=O)c2cc(NS(=O)(=O)c3ccccc3C)ccc2OC[C@H](C)NC[C@@H]1C	3.8	6	15	5	-3	12[16.7 µM]	-2	-6
CCOC(=O)c1sc(=NC(=O)CCS(=O)(=O)c2ccccc2)n(C)c1C	-1.8	2	-1	-11	x	x	x	x
CCN1CCN(C(c2cccs2)C(C)NC(=O)c2cccnc2)CC1 (stereo not given)	x	2	-5	x	-180	x	-1	-4
COc1cccc(-c2ccc3c(c2)[C@@H]2[C@@H](CCN2S(=O)(=O)c2ccccc2C)[C@H](CO)N3C)c1	1.9	-5	14	1	-1	0[16.7 µM]	-3	-48
COc1ccc(S(=O)(=O)N(C)C[C@H]2OCCCC[C@@H](C)Oc3ccc(NC(=O)Nc4ccc(F)cc4)cc3C(=O)N([C@@H](C)CO)C[C@@H]2C)cc1	-1.7	20	0	2	3	-1[16.7 µM]	50	-14
Cc1ccc2[nH]c3c(N4CCc5ccccc5C4)ncnc3c2c1	x	-2	x	9	0	3	-5	x
CC(C)(C)c1nnc(N/N=C/c2ccccc2O)n(N)c1=O	x	2	-14	-6	-1	-6	-1	x
CCN(c1ccccc1)S(=O)(=O)c1ccc(OC)c(NC(=O)COc2ccc(C(C)=O)cc2)c1	3.5	-5	31	2	7	1	2	-24
CC(C)N(Cc1nc(-c2ccc(Cl)cc2)no1)C(=O)CCC1CCCC1	-2.1	-3	12	6	-4	-3	-1	-1
CCCc1cc(=O)oc2cc(OCc3ccc(OC)cc3)c(Cl)cc12	x	x	12	-8	-6	x	4	x

Sorted by value in PGC1a acetyl inh (smallest number first): four from the list above
Structure,PGC1a acetyl inh
Cc1ccc2[nH]c3c(N4CCc5ccccc5C4)ncnc3c2c1,-2
CC(C)(C)c1nnc(N/N=C/c2ccccc2O)n(N)c1=O,2
CO[C@H]1CN(C)C(=O)c2cc(NS(=O)(=O)c3ccccc3C)ccc2OC[C@H](C)NC[C@@H]1C,6
COc1ccc(S(=O)(=O)N(C)C[C@H]2OCCCC[C@@H](C)Oc3ccc(NC(=O)Nc4ccc(F)cc4)cc3C(=O)N([C@@H](C)CO)C[C@@H]2C)cc1,20

Later entries:
SMILES	F508del corr	PGC1a acetyl inh	GSIS activator	FN deposit inh	PglD inh	miR122 inh	Cneo AK release	Statin myotox sup
CC(C)C#Cc1ccc2c(c1)O[C@@H](CN(C)C(=O)c1ccccc1)[C@@H](C)CN([C@@H](C)CO)S2(=O)=O	-2.9	-6	-12	x	0	3[16.7 µM]	3	31
C=CCn1c(SCC(=O)NC2CCCc3ccccc32)nnc1-c1ccncc1 (stereo not given)	x	-12	2	1	-4	2	x	x
COc1ccc(S(=O)(=O)Nc2ccc3c(c2)CC(=O)N([C@H](C)CO)C[C@@H](C)[C@H](CN(C)C(=O)Nc2ccccc2)O3)cc1	1.6	7	9	x	-2	2[16.7 µM]	54	17
COc1ccc(NC2CCCN(C(=O)c3ccc(OC)cc3OC)C2)cc1 (stereo not given)	0.2	3	12	-1	1	x	1	2
Cc1c(C(=O)N(C)Cc2ccccc2)oc2ccc(S(=O)(=O)N3CCCC3)cc12	x	1	1	-7	-2	7	0	0
CCC[C@@H]1C[C@@]1(CCC)[C@@H](NC(=O)c1ccccc1)c1ccc(C(=O)OC)cc1	2.7	x	-12	-11	4	-2	0	-4
O=[N+]([O-])c1ccc(C2CNC(c3ccccc3)O2)cc1 (stereo not given)	3.3	1	-12	x	-4	-3	0	4
O=C(COc1ccccc1Cl)Nc1ccc(C(=O)c2ccc(C(=O)O)cc2)cc1	-3.9	-1	-15	0	-5	8	0	6
CC(C)Oc1cccc(C(=O)C2CCCN(C(=O)c3cc(C(F)(F)F)[nH]n3)C2)c1 (stereo not given)	4.6	-5	-36	-15	1	0	-1	4
CN(C)c1ccc(/C=N/NC(=O)c2ccc(-n3cnnn3)cc2)cc1	-0.6	7	11	0	2	8	-1	-6
Cc1ccc(S(=O)(=O)N2CCOCC2)cc1NC(=O)COC(=O)CCn1c(C)csc1=O	0.3	7	-2	-3	-1	2	0	x
COC(=O)COC(=O)c1ccc(Oc2nc(OC)nc(N(C)C)n2)cc1	x	4	x	1	4	-5	1	5
CC(C)NC(=O)Nc1ccc2c(c1)C(=O)N([C@@H](C)CO)C[C@@H](C)[C@@H](CN(C)C(=O)NC(C)C)O2	-1.8	3	7	x	2	1[16.7 µM]	48	-14
COc1cccc(N/C(=N/C(=S)Nc2ccc(C)cc2C)Nc2nc(C)cc(C)n2)c1	5.6	0	-25	12	8	2	10	-16
O=C(COC(=O)C1COc2ccccc2O1)NC1CCCCC1 (stereo not given)	1.7	11	24	-7	-2	3	-1	4
O=C(N[C@@H]1CC[C@@H](CCn2cc(-c3ccccn3)nn2)O[C@H]1CO)c1ccccc1	3.5	-11	12	x	7	x	-1	9
CN(C)c1ccnc(-n2cccc2/C=N/OCc2ccccc2)c1C#N	x	-13	x	x	4	1	-1	x
COc1ccc(CCOC(=O)CNC(=O)c2ccc(Cl)cc2Cl)cc1	-1.6	x	-13	-7	0	-4	2	-3
COc1ccc(OCc2nc(N)nc(Nc3ccc(C)cc3)n2)cc1	x	-16	x	-7	-4	-4	-1	3
COC1c2ccccc2C(=O)N1Cc1ccc(F)cc1 (stereo not given)	-0.9	-8	-3	-4	-1	-6	5	1

Exported with values under each structure: 2 of the compounds above
Each structure is followed by: F508del corr	PGC1a acetyl inh	GSIS activator	FN deposit inh	PglD inh	miR122 inh	Cneo AK release	Statin myotox sup
- COC1c2ccccc2C(=O)N1Cc1ccc(F)cc1 (stereo not given)
  -0.9	-8	-3	-4	-1	-6	5	1
- COc1ccc(CCOC(=O)CNC(=O)c2ccc(Cl)cc2Cl)cc1
  -1.6	x	-13	-7	0	-4	2	-3

Next section.
SMILES	F508del corr	PGC1a acetyl inh	GSIS activator	FN deposit inh	PglD inh	miR122 inh	Cneo AK release	Statin myotox sup
CCOc1ccc2[nH]c(C(=O)N/N=C/c3ccc(OC)cc3)cc2c1	18*	x	6	x	7	x	0	-111
CCOC1=C2CN(S(=O)(=O)c3ccc(C)cc3)[C@@H](c3ccccc3)C[C@H]2[C@H]2C(=O)N(c3ccccc3)C(=O)[C@H]2C1	1.7	2	-19	-1	2	2	-1	-3
Cc1ccc(NC(=O)CCn2c(=O)c3cccn3c3ccccc32)cc1C	0.6	-3	6	1	9	0	-3	3
Clc1ccc(/C=C/c2nc3ccccc3[nH]2)cc1	x	7	x	7	0	-5	-9	-60
COC(=O)c1ccc(COc2ccc(C)cc2[N+](=O)[O-])o1	-1.4	14	4	-8	-2	1	-1	x
COc1ccc(CNc2nc3ccccc3n2Cc2ccccc2)cc1OC	x	1	x	x	0	-18	1	11
COc1ccc(C)cc1NC(=O)CN(C)S(=O)(=O)c1ccc2c(c1)CC(C)N2C(C)=O (stereo not given)	5.5	-3	-5	-13	6	-2	5	1
O=C(CCNC(=O)N1CC(=O)Nc2ccccc21)NCc1ccccc1	1.3	x	8	3	-4	17	-2	-1
O=[N+]([O-])c1ccc(O)c(C=Nc2cccc3ccccc23)c1	1.5	x	-6	11	0	-5	-15	15
CCOC(=O)N1CCC(NC(=O)c2cc(C(=O)Nc3ccc(OCC)cc3)ccc2CO)CC1	x	-4	x	x	-5	-11	-1	5
COc1ccc(N2CCN(C(=O)CCNS(=O)(=O)c3cccs3)CC2)cc1	x	-3	x	x	3	-4	-1	6
CCOc1ccc(Nc2nc(NCc3ccco3)nc(N)c2[N+](=O)[O-])cc1	2.7	72*	1	3	x	x	x	28
CC(=O)OCCOc1nc(NC(C)C)nc(NC(C)C)n1	x	x	34	3	-1	-7	2	-3
O=C(/C=C/c1ccccc1)Nc1cccc(C(=O)O)c1	3.9	-12	13	2	x	x	x	x
O=C(CCSc1ccccc1)N1CCCC1	0.0	x	7	-3	-2	x	1	x
Cc1cc2c(cc1S(=O)(=O)CCC(=O)NC1CCCCC1C)OCC(=O)N2 (stereo not given)	-2.3	x	14	-4	-2	x	-1	-11
C[C@H](CO)N1C[C@H](C)[C@H](CN(C)C(=O)Nc2ccc(C(F)(F)F)cc2)Oc2ccc(N(C)C)cc2CC1=O	0.2	-4	-4	0	1	2[16.7 µM]	0	-26
Cc1ccc(S(=O)(=O)N(C)c2ccc(C(=O)N(C)Cc3nc4ccccc4c(=O)[nH]3)cc2)cc1	-0.1	x	-16	-4	3	x	2	0

Screens: PubChem BioAssay, Broad Institute
